Assay outcomes: PubChem BioAssay, NCI
mlh1 rad18 – NCI yeast anticancer drug screen, S. cerevisiae mlh1 rad18 strain; growth inhibition, % at 50 µM; actives 11% (n = 79,000);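 further: 0% = growth of vehicle-only cultures of the same strain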
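In this whole-cell yeast screen, a strain with altered DNA damage repair is challenged with compound, and its growth is measured against matched vehicle-treated controls.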
yeast bub3 – NCI yeast anticancer drug screen, S. cerevisiae bub3 mutant strain; growth inhibition, % at 50 µM; AID 167; actives 9.9% (n = 78,000);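 further: 0% = growth of vehicle-only cultures of the same strain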
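Steps: expose the mutant yeast strain to compound; grow alongside vehicle-treated cultures; measure growth; express inhibition against the vehicle cultures.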
mec2-1 – NCI yeast anticancer drug screen, S. cerevisiae mec2-1 strain | % growth inhibition at 50 µM | actives 9% (n = 79,000);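 further: 0% = growth of vehicle-only cultures of the same strain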
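Using mec2-1 yeast: add compound, measure growth, express inhibition versus vehicle-treated cultures.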
sgs1 mgt1 – NCI yeast anticancer drug screen, S. cerevisiae sgs1 mgt1 strain; % growth inhibition at 50 µM; AID 161; actives 10% (n = 78,000);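 further: 0% = growth of vehicle-only cultures of the same strain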
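Genetically altered yeast, compound exposure, growth inhibition relative to vehicle.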
yeast cln2 rad14 – NCI yeast anticancer drug screen, S. cerevisiae cln2 rad14 strain | % growth inhibition at 50 µM | actives 8.3% (n = 78,000);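 further: 0% = growth of vehicle-only cultures of the same strain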
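Readout is yeast growth inhibition versus vehicle-treated controls, using a strain with cln2 and rad14 alterations exposed to compound.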
rad50 – NCI yeast anticancer drug screen, S. cerevisiae rad50 strain; AID 155; actives 10% (n = 79,000); % growth inhibition at 50 µM;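 further: 0% = growth of vehicle-only cultures of the same strain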
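Cells are treated with compound, grown, and their growth is then scored against vehicle-only cultures of the same repair-deficient yeast strain.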
* marks the source's active call; other numbers are inactive results; / = no result given; & = joins results of further samples. No stated cut-off is given here; in the data, active means growth inhibition above about 70%; inactive means the rest.

cpd	compound	mlh1 rad18	yeast bub3	mec2-1	sgs1 mgt1	yeast cln2 rad14	rad50
1	CCCCN(Cc1ccccc1)C(=O)Nc1ccccc1	1	39	30	33	-8	4
2	C/C(=N\O)c1ccc2[nH]c(C)cc(=O)c2c1	13	-1	6	-5	-33	3
3	O=C(O)/C=C/c1ccc([N+](=O)[O-])cc1	24&4	-2&10	-10&-2	-22&2	-21&6	-6&13
4	COc1c(Cl)c(=O)oc2cc(C)c(Cl)c(C)c12	-3	1	3	3	2	-7
5	CCCC1CCCC1(CC(=O)c1ccccc1)C(=O)O (stereo not drawn)	82*	90*	65	82*	82*	70*
6	C=C1C(=O)OC2/C=C(\CO)C3OC3C3OC3(C)CC(OC(=O)/C(=C/C)CO)C12 (stereo not drawn)	-69	-2	-24	-12	3	-20
7	C[C@]12CCC(=O)C=C1CC[C@H]1[C@@H]3CC[C@](O)(C(=O)CO)[C@@]3(C)CC(=O)[C@@]12SC(N)=O	-16	6	7	4	21	-5
8	Cc1ccc2c(c1)CC1(Cc3cc(C)ccc3C1=O)C2=O	-21	19	-49	5	-8	-18
9	COc1ccc(-c2oc3ccc(C)cc3c(=O)c2O)cc1	-27	-6	-8	-15	15	7
10	CCCCCCC(C)N(CCO)C(=O)c1ccc([N+](=O)[O-])cc1 (stereo not drawn)	13	-2	-4	-3	-21	7
11	Cc1cc(O)c2c(oc3cc(O)c4c(c32)COC4=O)c1C(=O)O	6	58	3	1	-11	19
12	O=C(NCO)c1ccccc1	28	14	2	-2	8	36
13	O=[N+]([O-])c1cccc(S(=O)(=O)NC2c3ccccc3Oc3ccccc32)c1	25	-11	-4	27	21	22
14	O=c1c2ccccc2c(=O)c2c1ccc1[nH]c3c(ccc4c(=O)c5ccccc5c(=O)c43)[nH]c12	-10	-16	-10	11	1	7
15	Cc1occc1C(=S)Nc1ccc(Cl)c(C(=O)OC2CCCC2)c1	30	46	21	35	60	40
16	Cc1ccc(F)c(C(=O)O)c1	-2	6	-25	-10	-8	6
17	O=C1NC(=O)/C(=C/c2ccc(S(=O)(=O)N/N=C/c3ccccc3)cc2)N1	35	-3	30	18	-1	9
18	Nc1nc2cc(Cl)ccc2n1N	-6	-1	-3	5	-1	-14
19	O=C(NO)c1cc(O)c(O)c(O)c1	-25	-6	2	-17	-12	-14
20	CC(C)c1cc(C(C)C)c(Cl)c(Cl)c1O (tested in a mixture with another compound)	84*	88*	99*	100*	99*	99*
21	CCOc1ccc(N(O)C(C)=O)cc1	0	-9	-10	3	-43	2
22	Cn1c(COc2ccc(/C=N/NC(=O)c3cccc(C(=O)N/N=C/c4ccc(OCc5c[n+]6ccccc6n5C)cc4)c3)cc2)c[n+]2ccccc12	-27	-15	7	2	-14	-18
23	COc1ccc(C2C3C(=O)OCCOC(=O)C3C2c2ccc(OC)c(OC)c2)cc1OC (stereo not drawn)	37	19	17	14	8	12
24	O=C(c1c(F)c(F)c(F)c(F)c1F)N1CCN(C(=O)c2c(F)c(F)c(F)c(F)c2F)C1=S	91*	85*	89*	91*	85*	88*
25	Cc1ccc(S(=O)(=O)N(C)c2ccc(C(=O)O)cc2)cc1	-26	0	-7	-9	-46	8
26	O=C(N/C(=C\c1ccccc1)C(=O)N1CCN(c2ccccc2)CC1)c1ccccc1	92*	88*	93*	95*	88*	90*
27	CCC12CCC(O)C1N(C)CCC2Sc1ccccc1 (stereo not drawn)	1	0	-4	-6	-11	-1
28	COc1ccc2nc3cc(Cl)ccc3c(NCCNc3c4ccc(Cl)cc4nc4ccc(OC)cc34)c2c1	97*	99*	93*	96*	98*	98*
29	O=C1NC(=O)C(c2ccccc2)(c2ccccc2)C2CC3c4[nH]c5ccccc5c4CCN3CC12 (stereo not drawn)	74*	38	59	56	47	65
30	CN(C)c1nc(N(C)C)nc(N(C)CN(C)c2ccc(Cl)cc2)n1	-16	-49	-23	-27	-11	-11
31	CCCOC(=O)C1(C)CCC(=O)O1 (stereo not drawn)	-9	-13	6	23	-20	4
32	N/N=C1\CCCc2c1no[n+]2[O-]	3	-10	-4	0	4	6
33	CC1(C)N=C(N)N=C(N)N1c1ccc(Cl)c(Cl)c1	47	4	49	42	-16	52
34	C=CCNc1ccccn1	2	1	-8	-22	1	-6
35	OCC1COc2cc(Cl)c(Cl)cc2O1 (stereo not drawn)	50	37	10	33	15	48
36	CC1N(O)C(c2ccccc2)C(c2ccccc2)=[N+]1[O-] (stereo not drawn)	-37	-21	-27	-20	9	-6
37	CC(=O)Nc1ccc(CCCc2ccc([N+](=O)[O-])cc2)cc1	0	2	3	-11	-70	3
38	Cc1cc(NCCCN(C)C)c2cc3ccc4cccc5ccc(c2n1)c3c45	97*	94*	90*	95*	64	95*
39	CCCCCCCCCCCCCC(=O)CC(=O)c1c(O)cccc1O	17	7	-6	-4	-65	-9
40	CCCCON1C[C@@H](O)C(O)[C@@H](O)C1 (stereo partly drawn)	-4	14	9	-38	-13	-26
41	CC(=O)n1c2c(c(=O)n1-c1ccccc1)S(=O)CCC2 (stereo not drawn)	20	43	22	41	26	68
42	Cc1ccc(S(=O)(=O)N=NC2C3C4CC2C(C)(C)C43)cc1 (stereo not drawn)	-30	/	-34	/	/	-24
43	CN(C)C=Nc1ccc2c3c(cccc13)-c1ccccc1-2	41	51	-24	48	0	-3
44	Cc1ccc(C(=O)CCC2C(=O)CC(C)(C)CC2=O)cc1	21	-20	-14	-2	20	0
45	COC1CCC(O)C(C=Nc2ccccc2)C1 (stereo not drawn)	-19	8	-2	-12	4	5
46	CC(=O)Nc1ccc(C(=O)N/N=C/c2ccc(O)cc2)cc1	0	-4	-3	-2	-2	-4
47	S=C1NC(=NC2CCCCC2)C2(CCN(CCc3ccccc3)CC2)N1c1ccccc1	6	-17	-14	-3	7	-39
48	Cc1cc(Cl)ccc1N1C(=O)C(=O)C(c2nc3ccccc3s2)/C(=N\NC(=O)c2ccccc2O)C1=O (stereo not drawn)	-15	-15	0	-10	11	-38
49	Cc1ccc(C(=O)c2c(C)cccc2C(=O)O)c(C)c1	29	-4	-2	8	13	-1
50	Cc1cc(Cl)ccc1NCN1C(=O)c2ccccc2C1=O	16	/	-9	/	/	-7
51	CCCCNC(=O)c1cc(S(=O)(=O)n2cc[nH]c2=O)c(SC)cc1Cl	31	-5	3	16	-3	4
52	COc1ccc(C2=C/C(=C3\C(=O)Oc4ccccc4C3=O)SS2)cc1	1	-4	-2	-4	38	-6
53	CCCCCCCCCCCCCCCc1ccc(C(=O)C[n+]2ccccc2)cc1	83*	85*	90*	88*	54	86*
54	N=C(N)c1cn(C2OC(CO)C(O)C2O)c2ncnc(N)c12 (stereo not drawn)	17	13	30	6	24	40
55	Clc1cc(Cc2ccc(N=C/C=C/c3ccccc3)c(Cl)c2)ccc1N=C/C=C\c1ccccc1	65	54	33	63	59	71*
56	Cc1ccccc1C(OCCN(C)C)c1ccccc1 (stereo not drawn)	-28	-39	-45	-44	-7	-46
57	CCCCOC(=O)c1ccccc1Cl	14	-9	-5	-5	-19	11
58	Cc1ccc(S(=O)(=O)N/N=C/c2oc(-c3ccncc3)c(-c3ccncc3)c2[N+](=O)[O-])cc1	17	-12	11	17	28	-1
59	[N-]=[N+]=Nc1c(Br)cc(Br)cc1-c1ccccc1	26	-6	15	7	-41	38
60	O=c1oc2ccccc2c(O)c1Oc1ccccc1	-1	-12	4	-15	-11	-7

Carrying on:
cpd	compound	mlh1 rad18	yeast bub3	mec2-1	sgs1 mgt1	yeast cln2 rad14	rad50
61	C1=Nc2ccccc2/C1=C/c1ccc2c(c1)OCO2	8	9	12	-7	-56	24
62	O=C1CC(c2ccccc2)=NN1c1ccccc1	19	-24	-25	-6	10	-8
63	CC(C)(C)OC(=O)NC(Cc1ccc(O)cc1)C(=O)N1CCCC1C(=O)O (stereo not drawn)	-23	-23	-11	-21	-10	-13
64	CCOC(=O)/C=C/c1ccc([N+](=O)[O-])cc1	0	-2	27	9	3	24
65	COC(=O)c1cc(C)n(C)c(=O)c1CNS(=O)(=O)c1ccc(C)cc1	-12	-3	6	1	-6	-1
66	F[Si](c1ccccc1)(c1ccccc1)c1ccccc1	79*	46	25	32	42	62
67	CN(C)CCN(C)CCN(C)CCN(C)C	-7	6	-26	12	-7	-10
68	O=C(O)C(Br)C(O)c1ccccc1 (stereo not drawn)	-8	4	-3	1	2	-5
69	COc1ccc(C(O)c2nnc(C(O)c3ccc(OC)cc3)nn2)cc1 (stereo not drawn)	28	39	12	9	23	10
70	c1ccc2[nH]cnc2c1	-47	9	-2	1	-4	8
71	COC1OC(CO)C(O)C1O (stereo not drawn)	-9	-5	-19	3	-44	-25
72	Cn1c2c(c3nc(N)nc(N)c3c1=O)CCc1ccccc1-2	44	68	26	70	43	73*
73	C[N+](C)(C)c1cc2c(nn1)Nc1ccccc1S2	8	-18	4	-3	15	17
74	Cc1cc2sc(C)[n+](CCCOS(=O)(=O)[O-])c2cc1C	-36	-1	-24	-40	36	-23
75	C/C(=C\N1CCN(c2ccc(C)c(C)c2)CC1)C(=O)c1ccc(F)cc1	31	22	-7	11	48	20
76	CCCCOC(OCCCC)C(C)N (stereo not drawn)	-3	0	4	-2	-4	3
77	CCCCCCCCCCCCOCC[N+](CCO)(CCO)Cc1ccccc1	99*	99*	100*	99*	98*	99*
78	Cn1c(=O)c(=O)n(C)c2nc3ccccc3nc21	16	-12	0	-3	-2	2
79	C=C(CCCCC)C(=O)/C=C/c1ccccc1	-10	-15	-26	-12	-24	-16
80	Cc1ccc2nc(-c3ccc(F)cc3)cc(C(=O)O)c2c1	26	10	2	6	18	10
81	O=C1CSC(c2ccc(Cl)c(Cl)c2)N1c1nncs1 (stereo not drawn)	23	15	12	17	10	-19
82	CNc1cccc2c1C(=O)c1ccccc1C2=O	18	4	-10	19	1	1
83	Cc1cc(C(C)C)c(C)cc1C(C)C	-4	-6	-4	-14	-7	-19
84	CCCCCCCCC1OC1CCCCCCCCOCC(O)CO (stereo not drawn)	-2	-1	-10	-2	-1	19
85	O=c1c2ccccc2[nH]c2ccc(Br)cc12	18	3	2	4	-6	8
